# HSF1 inh: HSF1 inhibitors in luciferase reporter cells, primary screen, cell-based, NIH3T3, luminescence; NIH3T3-HGL HSE-luciferase, MG132-induced, luminescence 8 h; stronger effect = lower value; activity change, negative = inhibition, % at 7.5 µM (by protocol); 300,000 tested, 0.77% active; AID 2098, 2009;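 active = more than half of replicate wells show activity change below -50%, luminescence cut by over half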;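 also: luciferase reports HSF-1 transcriptional activity via heat shock element; 0% = median of DMSO wells and -100% = zero luminescence signal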
# KLF5 inhibitor: KLF5 expression inhibitors, primary screen, DLD-1 cells, luminescence | DLD-1 KLF5 promoter-luciferase reporter | inhibition, % at 5 µM | 290,000 tested, 0.23% active | AID 1700, 2009;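 active = inhibition above a per-plate limit of that plate's mean compound inhibition plus 3 SD, cut at about 60% in these data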;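 also: 0% = DMSO wells and 100% = LY294002 at 200 µM; higher means less KLF5 promoter-driven luciferase light; inactives centre near -14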
# aSyn 5UTR inh: MLPCN primary screen, SNCA 5' untranslated region. AID 1813, 2009. alpha-synuclein 5'UTR reporter, inhibitor activity. 300,000 tested, 0.82% active. inhibition, % (tested at 7.5 µM); in the data active = inhibition above about 60%;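 also: H4 neuroglioblastoma cells stably carrying SNCA 5'UTR luciferase fusion; 0% = DMSO wells and 100% = positive control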
# Platelet DG rel: inhibitors of platelet dense granule secretion, primary screen, cell-based, MLPCN, human platelets | human platelet-rich plasma, SFLLRN dense granule ATP release, luminescence | inhibition, %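 (compounds screened at 7.5 µM in platelet-rich plasma)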 | 300,000 tested, 0.22% active | AID 1663, 2009;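 active = mean replicate score, as percent of positive control, at or above 50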
# GSK3A inh: blockers of GSK3A enzyme activity – biochemical, luminescence, cell-free homogeneous, HTS, primary screen; Glycogen synthase kinase-3 alpha (Homo sapiens), P49840; GSK-3 alpha kinase, ADP-Glo luminescence, 60 min; inhibition, % at 10 µM; 320,000 tested, 0.1% active;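 in the data active = inhibition above about 50%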;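 also: GST-tagged GSK-3 alpha with peptide substrate and 25 µM ATP; 0% = DMSO neutral wells and 100% = GW8510 positive control wells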
# Target sequence (P49840 whole entry, looked up): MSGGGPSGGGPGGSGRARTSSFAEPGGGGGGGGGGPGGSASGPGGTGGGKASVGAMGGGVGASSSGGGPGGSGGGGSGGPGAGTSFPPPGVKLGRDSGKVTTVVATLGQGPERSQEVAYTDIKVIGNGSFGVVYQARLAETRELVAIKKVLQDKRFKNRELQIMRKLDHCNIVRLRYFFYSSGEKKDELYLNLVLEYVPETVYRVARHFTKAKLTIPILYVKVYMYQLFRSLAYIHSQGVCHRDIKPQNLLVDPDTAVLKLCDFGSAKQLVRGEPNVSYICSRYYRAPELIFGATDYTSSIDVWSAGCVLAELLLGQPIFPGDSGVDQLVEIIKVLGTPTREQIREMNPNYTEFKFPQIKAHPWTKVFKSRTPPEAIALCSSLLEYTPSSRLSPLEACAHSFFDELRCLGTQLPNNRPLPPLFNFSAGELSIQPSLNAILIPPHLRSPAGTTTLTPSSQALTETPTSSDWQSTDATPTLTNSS
# HSP90 inh: HSP90 inhibitors, primary screen, cell lysate, luminescence; inhibition, % at 5.6 µM; Rabbit reticulocyte lysate, luciferase refolding luminescence, 3 h; Heat shock protein HSP 90 (rabbit reticulocyte lysate; luciferase refolding); 290,000 tested, 0.91% active;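 active = inhibition above the screen-wide mean plus 3 SD, computed separately per campaign, cut at about 16% in these data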;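 also: 0% = DMSO wells and 100% = 60 µM geldanamycin wells; inhibitors lower the luminescence because luciferase stays unfolded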
# GSK3beta inhib: human GSK3beta kinase inhibitors, primary screen, biochemical, cell-free homogeneous, HTS; Glycogen synthase kinase-3 beta (Homo sapiens), P49841; GST-GSK3beta kinase, ADP-Glo luminescence, 60 min; stronger effect = lower value; activity score (negative = inhibition), % at 10 µM; 300,000 tested, 0.038% active;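 active = more than half of replicate wells score below -50%, meaning over 50% inhibition versus plate controls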;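 also: 0% = median DMSO wells and -100% = median GW8510 positive control wells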
# Target sequence (P49841 whole entry, looked up): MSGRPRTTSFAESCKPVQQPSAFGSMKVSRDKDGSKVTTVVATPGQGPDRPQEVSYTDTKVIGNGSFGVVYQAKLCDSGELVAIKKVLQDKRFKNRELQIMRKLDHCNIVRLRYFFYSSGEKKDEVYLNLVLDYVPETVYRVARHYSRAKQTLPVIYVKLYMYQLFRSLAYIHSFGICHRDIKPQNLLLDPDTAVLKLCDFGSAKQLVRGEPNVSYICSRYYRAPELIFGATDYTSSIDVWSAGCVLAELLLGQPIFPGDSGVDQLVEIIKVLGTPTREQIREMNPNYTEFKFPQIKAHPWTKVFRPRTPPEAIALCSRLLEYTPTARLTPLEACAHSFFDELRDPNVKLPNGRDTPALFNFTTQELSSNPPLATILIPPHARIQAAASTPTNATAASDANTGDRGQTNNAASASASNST
#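 test system = GST-tagged human GSK3beta kinase, cell-free | reagent = 25 µM ATP with peptide substrate | dosing = one dose of 10 µM per compound | schedule = 60 min reaction, RT | detection = luminescent ADP-Glo measurement of ADP formed | control set = DMSO neutral wells and GW8510 at 20 µM as positive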
# IEC-6 cytotox: cytotoxicity in IEC-6 intestinal epithelial cells, primary screen, cytotoxicity control for KLF5 inhibitor project, cell-based, luminescence | IEC-6 cytotoxicity, luminescence viability | inhibition, % at 5 µM | 290,000 tested, 0.78% active | AID 1825, 2009; in the data active = inhibition above about 22%;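 also: 0% = plate median of test compound wells and 100% = cytotoxic reference compound wells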
# HSF-1 act: HSF-1 activators, primary screen, NIH3T3-HGL cells, MG132 stress, luminescence, single point | AID 504408, 2011 | activation, % at 9 µM | 300,000 tested, 1.7% active | NIH3T3-HGL HSF-1 luciferase reporter, 8 h; 100% = twice DMSO control signal;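 active = mean replicate activation of at least 50% with a set share of replicates each reaching 50%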;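 also: 0% = median of the neutral control wells and 100% = twice that signal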
# Dyrk1A ADPGlo: rat Dyrk1A kinase inhibitors, primary screen, biochemical, single point, plate reader. ADP-Glo luminescence, NFATc1 peptide. Dual specificity tyrosine-phosphorylation-regulated kinase 1A (Rattus norvegicus), Q63470. 310,000 tested, 0.43% active. inhibition, % at 12.5 µM; in the data active = inhibition above about 50%;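 also: plate controls were vehicle with enzyme for no effect and no enzyme for full effect; many of its hits are not listed in these tables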
# Starred values were filed as active, the others as inactive; · = not tested or not shown.
# Sample of the layout:
SMILES,HSF1 inh,KLF5 inhibitor,aSyn 5UTR inh,Platelet DG rel,GSK3A inh,HSP90 inh,GSK3beta inhib,IEC-6 cytotox,HSF-1 act,Dyrk1A ADPGlo
CC(C)Cc1cc(C(=O)N2CCCC(C(=O)c3cc(F)ccc3F)C2)n(C)n1 (stereo not drawn),-4,-10,5,-3,-2,1,1,3,8,·
CNc1nc(N)c([N+](=O)[O-])c(Nc2ccccc2OC)n1,6,0,37,-3,35,-9,-15,0,32,46
COc1cc(C(=O)N/C(=C\c2cn(C)c3ccccc23)C(=O)N2CCOCC2)cc(OC)c1OC,1,-5,9,-4,-1,-4,-4,-9,3,-1
CN(C)C1=NCCN1CCc1cccc(F)c1,0,-25,-1,-4,3,-2,1,-3,-7,-6
COc1ccc(C2=NS(=O)(=O)N(C)C(C(=O)Nc3ccc(OC)c(OC)c3)=C2)cc1,-2,3,-23,3,-3,1,0,1,-7,-1
O=C(O)c1ccc(N=c2oc3cc(O)ccc3cc2C(=O)NCc2ccccc2)cc1,4,-67,-20,-2,48,2,-2,0,2,35
O=[N+]([O-])c1cccc(/C=C/c2ccncc2)c1,2,-15,-65,7,4,2,3,1,-7,-10
CC1(C)CNC(=O)c2sc(N3CCOCC3)nc2C1,1,-5,25,-7,9,-2,-2,0,4,39
Nc1c(C(=O)NCc2ccco2)sc2nc(N3CCOCC3)c3c(c12)CCCC3,15,9,25,5,-1,2,-2,-8,19,13
Cc1cc(C)cc(NS(=O)(=O)c2cccs2)c1,4,-46,15,25,-3,6,-2,3,-2,22
CN(C)S(=O)(=O)c1ccc(NC(=O)C2CCCN(C(=O)c3ccc(Cl)cc3)C2)cc1 (stereo not drawn),-1,-8,16,-4,2,2,-1,0,-13,-5

# All compounds of this part, from the first entry:
SMILES,HSF1 inh,KLF5 inhibitor,aSyn 5UTR inh,Platelet DG rel,GSK3A inh,HSP90 inh,GSK3beta inhib,IEC-6 cytotox,HSF-1 act,Dyrk1A ADPGlo
CC(C)Cc1cc(C(=O)N2CCCC(C(=O)c3cc(F)ccc3F)C2)n(C)n1 (stereo not drawn),-4,-10,5,-3,-2,1,1,3,8,·
CNc1nc(N)c([N+](=O)[O-])c(Nc2ccccc2OC)n1,6,0,37,-3,35,-9,-15,0,32,46
COc1cc(C(=O)N/C(=C\c2cn(C)c3ccccc23)C(=O)N2CCOCC2)cc(OC)c1OC,1,-5,9,-4,-1,-4,-4,-9,3,-1
CN(C)C1=NCCN1CCc1cccc(F)c1,0,-25,-1,-4,3,-2,1,-3,-7,-6
COc1ccc(C2=NS(=O)(=O)N(C)C(C(=O)Nc3ccc(OC)c(OC)c3)=C2)cc1,-2,3,-23,3,-3,1,0,1,-7,-1
O=C(O)c1ccc(N=c2oc3cc(O)ccc3cc2C(=O)NCc2ccccc2)cc1,4,-67,-20,-2,48,2,-2,0,2,35
O=[N+]([O-])c1cccc(/C=C/c2ccncc2)c1,2,-15,-65,7,4,2,3,1,-7,-10
CC1(C)CNC(=O)c2sc(N3CCOCC3)nc2C1,1,-5,25,-7,9,-2,-2,0,4,39
Nc1c(C(=O)NCc2ccco2)sc2nc(N3CCOCC3)c3c(c12)CCCC3,15,9,25,5,-1,2,-2,-8,19,13
Cc1cc(C)cc(NS(=O)(=O)c2cccs2)c1,4,-46,15,25,-3,6,-2,3,-2,22
CN(C)S(=O)(=O)c1ccc(NC(=O)C2CCCN(C(=O)c3ccc(Cl)cc3)C2)cc1 (stereo not drawn),-1,-8,16,-4,2,2,-1,0,-13,-5
CCc1nnc(SCc2cccc(F)c2)nc1CC,-18,·,5,2,·,·,-1,·,-34,3
CC(C)(C)c1cc(CCC(=O)N2CCCC2)cc(C(C)(C)C)c1O,-10,-4,-30,-10,-3,-9,3,1,-11,1
N=C1C(c2nc(-c3ccc(Cl)cc3)cs2)=C(O)CN1NC(=O)c1ccc(O)cc1,4,-17,-73,-8,-3,0,0,3,-18,11
CCCCCCC(=O)N1CCCC(c2nc(-c3cccc(OC)c3)no2)C1 (stereo not drawn),2,20,3,-2,-4,12,3,-8,10,11
C=CCn1c(SCC(N)=O)nnc1-c1cnccn1,-2,-8,-14,-11,-4,1,3,2,7,-4
COCCN(Cc1nc(C(c2ccccc2)c2ccccc2)no1)C(C)C,7,9,20,-3,-1,-1,1,2,3,-2
Cc1nc2ccccc2c(=O)n1NC(=O)c1ccc([N+](=O)[O-])cc1,-1,-6,1,-3,-1,1,2,-1,5,1
Cc1ccc(/C=C2\SC(=S)N(CCCC(=O)Nc3cccnc3)C2=O)cc1,-60*,57,79*,2,0,11,0,-3,-70,-8
Cc1c(NC(=S)NC(=O)c2ccc(Br)o2)c(=O)n(-c2ccccc2)n1C,-2,-10,-2,5,0,-3,2,-6,2,-1
NC(=O)c1ccc(NC(=O)CSC2=Nc3ccccc3C3CC=NN23)cc1 (stereo not drawn),5,-15,-4,4,0,3,1,3,-8,8
CC(=O)c1ccc(C(=O)N2CCCC(CCC(=O)N(C)CCc3ccccn3)C2)s1 (stereo not drawn),-8,-32,3,-2,-4,-1,0,3,10,-3
Cc1ccc(-n2c3c(cc(C(=O)NCc4ccco4)c2=O)C(=O)CCC3)cc1,10,-14,2,-6,-1,-3,1,1,12,-6
COc1cc(OC)c(C(=O)N2CCCC2)cc1OC,2,-10,10,4,1,0,4,-5,22,-6
O=C(CCn1c(=O)oc2ccccc21)NCc1ccc2c(c1)OCO2,-1,2,-16,-2,0,-4,-4,4,-14,-5

# Some entries already given, limited to Platelet DG rel, IEC-6 cytotox and GSK3beta inhib:
Molecule	Platelet DG rel	IEC-6 cytotox	GSK3beta inhib
Nc1c(C(=O)NCc2ccco2)sc2nc(N3CCOCC3)c3c(c12)CCCC3	5	-8	-2
COCCN(Cc1nc(C(c2ccccc2)c2ccccc2)no1)C(C)C	-3	2	1

# Next entries.
SMILES,HSF1 inh,KLF5 inhibitor,aSyn 5UTR inh,Platelet DG rel,GSK3A inh,HSP90 inh,GSK3beta inhib,IEC-6 cytotox,HSF-1 act,Dyrk1A ADPGlo
Cc1ccc(NC(=O)CNCc2cccs2)c(Br)c1,4,-80,-119,1,-1,-5,6,-1,13,2
COc1ccccc1NC(=O)CN(Cc1ccco1)C(=O)c1cncc(Br)c1,3,2,13,2,3,2,-1,-1,13,16
COc1ccc(Nc2nnc(C)c(=O)[nH]2)cc1,0,-27,-12,17,-3,0,2,2,0,-5
Cc1nn2c(-c3ccncc3)nnc2c2ccccc12,·,-9,·,·,16,3,1,-1,·,17
COC(=O)CN1C(=O)C2(C(C#N)=C(N)Oc3c2c(C)nn3-c2ccccc2)c2ccccc21 (stereo not drawn),·,-19,-11,2,-4,10,2,11,·,2
Cc1ccc2nc(-c3ccc(N4C(=NC(=O)CCC(=O)O)SC5CS(=O)(=O)CC54)cc3)sc2c1 (stereo not drawn),1,-83,-92,-2,0,2,0,6,8,0
O=S1(=O)CCO[C@H]2Cc3ccccc3[C@H]2N1Cc1ccc(F)cc1,0,-31,15,10,-2,-3,-5,-7,-7,0
Cc1cc2c3c([nH]c2cc1S(=O)(=O)NCCCOC(C)C)CC(C)(C)CC3=O,0,-7,-8,-5,-2,1,1,-10,-7,-4
COC(=O)C(CCSC)NC(=O)c1cc2c(n(-c3ccccc3)c1=O)CCCC2=O (stereo not drawn),-5,-8,2,-4,1,2,4,-1,-14,·
CCCCCCN1N=C(C)C(C(=O)c2ccc(Cl)cc2)C1=O (stereo not drawn),2,-6,23,-3,·,-2,-4,-1,14,47
N[C@@H](Cc1ccccc1)c1nnc(SCc2ccccc2Cl)o1,9,14,-12,4,1,-3,5,-10,11,-12
COc1ccc(C2=NS(=O)(=O)N(C)C(C(=O)N3CCC(C)CC3)=C2)cc1,8,-14,-7,-1,-1,1,1,7,-4,2
CCOC(=O)c1ccc(NC(=S)N(CCCN2CCCC2)Cc2cccs2)cc1,-1,-8,10,3,-10,-1,0,-9,-3,-3
CSCCC(NC(N)=O)C(=O)Nc1cccc(S(=O)(=O)N2CCOCC2)c1 (stereo not drawn),-13,-11,-2,-4,-1,0,1,-5,-32,-3
O=C(O)C1=C(Nc2ccccc2)OCC1=O,-2,-19,-10,-4,1,-2,0,2,-12,-4
Cc1n[nH]c(=O)c2c(NC(=O)CSc3nnnn3-c3ccccc3)oc(C)c12,-13,·,3,7,2,·,-2,·,5,12
c1ccc(-n2ncc3c(NCc4cccnc4)ncnc32)cc1,10,-81,-114,0,-1,4,-1,6,38,16
Cc1ccc(C)c(N(CC(=O)N(C)C)S(C)(=O)=O)c1,3,5,-2,-4,-1,-2,4,-1,22,-2
O=C(c1cnn2c(C(F)(F)F)cc(-c3cccs3)nc12)N1CCN(C(c2ccccc2)c2ccccc2)CC1,-8,-27,35,3,-1,-2,-1,-1,-8,2
CCN(CC(=O)NCc1ccc(Cl)cc1)C(=O)Cc1ccc(OC)cc1,0,-11,15,4,0,6,1,-5,-3,1
COc1ccc(NC(=O)CN(C)C(=O)c2c(C)nn(-c3ccccc3)c2Cl)cc1,5,·,11,4,-1,·,0,·,3,3
CS(=O)(=O)N1CCN(c2ccccc2NC(=O)c2ccc3c(c2)OCCO3)CC1,0,-4,11,3,4,-4,·,2,-3,7
CC(C)Cc1nnc(NC(=O)CCC(=O)Nc2ccccc2F)s1,-2,-9,-16,-4,0,-2,-3,-7,5,·
COc1cccc(-c2nc(CS(=O)(=O)CC(=O)NCCCN3CC(C)CC(C)C3)c(C)o2)c1 (stereo not drawn),2,-10,13,0,0,10,3,12,-10,5
O=C(N1CCCC1)n1c(Cc2ccccc2)nc2ccccc21,0,-42,3,-1,-1,-2,-5,-6,5,4
CCCOc1ccc(CNCCCOCC)cc1OC,-3,-13,-10,-4,0,-4,2,-4,-7,·
O=C(CCSCc1cccc(Cl)c1)NCCC1=CCCCC1,3,-38,12,6,-3,0,12,0,3,0
Cc1ccc(SCC(=O)NC(C)c2ccccc2)cc1 (stereo not drawn),-2,-15,3,6,0,-6,0,1,2,-2
N#Cc1c(N)nc(SCC(=O)NC2CCCCC2)c(C#N)c1-c1ccc(Cl)cc1,-16,-20,12,5,-3,11,-3,2,10,2

# A portion of the library; count on the stated rates, not on these rows.
